# CHO-K1 Ca antag = M1 antagonist counterscreen hit in parental CHO-K1 cells; AID 602250; inhibition, % at 3 µM; ATP-induced calcium, Fluo-8 fluorescence; hit rate 0.6% among 360,000;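 active means inhibition above a per-plate cutoff, the plate's mean sample inhibition plus 3 SD, cut at about 24% in these data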;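 further: 0% = DMSO plus EC80 ATP and 100% = DMSO alone without ATP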
# GPR7 antagonist = human neuropeptides B/W receptor 1 antagonism; P48145; GPR7-expressing cells, fluorescence antagonist assay; inhibition, % at 4.4 µM; hit rate 1.1% among 290,000; in the data active means inhibition above about 16%, passing the limit was not always enough;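 further: cells stimulated with the agonist NPW; 0% = agonist with vehicle and 100% = vehicle without agonist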
# Target sequence (P48145 whole entry, looked up): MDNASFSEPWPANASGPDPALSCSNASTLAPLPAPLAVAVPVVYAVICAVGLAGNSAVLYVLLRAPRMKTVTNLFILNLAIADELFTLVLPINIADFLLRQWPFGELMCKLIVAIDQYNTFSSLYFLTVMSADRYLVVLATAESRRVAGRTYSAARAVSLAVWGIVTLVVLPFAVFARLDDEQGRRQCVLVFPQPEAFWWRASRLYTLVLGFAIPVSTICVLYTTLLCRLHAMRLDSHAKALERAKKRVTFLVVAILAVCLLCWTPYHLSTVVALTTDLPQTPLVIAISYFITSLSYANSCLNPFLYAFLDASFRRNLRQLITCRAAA
# CHO-K1 Ca PAM = nonselective activator or artifact in parental CHO-K1 calcium assay; ATP EC20, Fluo-8 calcium fluorescence; 0% at ATP EC20, 100% at ATP max; activation, % at 3 µM; hit rate 0.02% among 360,000; AID 602247;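 active means activation above the run cutoff, the mean activation of all test compounds plus 3 SD, cut at about 40% in these data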;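 further: peak over basal fluorescence ratio in a 140 s read after ATP addition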
# OXTR agonist = human OXTR agonism. activation, % at 3 µM. hit rate 0.32% among 320,000. CHO-OTR cells, Fluo-8 calcium fluorescence; normalized: DMSO 0%, oxytocin 100%;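 active means activation above the mean of all tested compounds plus 3 SD, cutoff set per screening run, cut at about 20% in these data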;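 further: peak over basal fluorescence ratio from a 100 s FLIPR kinetic read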
# Target sequence (P30559 whole entry, looked up): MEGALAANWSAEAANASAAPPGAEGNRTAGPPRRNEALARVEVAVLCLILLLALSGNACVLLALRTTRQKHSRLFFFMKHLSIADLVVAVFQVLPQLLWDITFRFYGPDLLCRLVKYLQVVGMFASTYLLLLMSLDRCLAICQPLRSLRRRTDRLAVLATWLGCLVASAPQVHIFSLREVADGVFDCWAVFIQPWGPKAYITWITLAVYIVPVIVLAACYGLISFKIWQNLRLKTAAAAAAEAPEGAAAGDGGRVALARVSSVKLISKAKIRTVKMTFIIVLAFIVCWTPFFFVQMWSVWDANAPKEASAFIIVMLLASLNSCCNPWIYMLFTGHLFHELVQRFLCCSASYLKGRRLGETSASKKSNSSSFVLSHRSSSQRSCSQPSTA
# CHO parental Ca = counter-screen: ATP calcium response change in parental CHO cells; hit rate 0.63% among 330,000; parental CHO-K1, ATP-induced calcium, Fluo-8 fluorescence; AID 463079; inhibition, % at 5.6 µM;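 active means inhibition above that plate's mean sample inhibition plus 3 SD, cut at about 26% in these data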;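 further: 0% = ATP-challenged DMSO wells and 100% = DMSO wells without ATP; some compounds past the cut are filed as inactive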
#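 Assay system – parental CHO cells · Reagent – ATP stimulus · Detection – intracellular calcium via Fluo-8 no-wash fluorescent dye · Evaluation – percent inhibition of ATP-evoked calcium rise, normalized to controls · Controls – ATP wells versus no-ATP DMSO wells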
# CHO-K1 Ca ag = counter-screen for M1 agonists: effect in parental CHO-K1 cells; Fluo-8 calcium fluorescence; scaled to maximal ATP response, vehicle zero; activation, % at 3 µM; hit rate 0.48% among 360,000; AID 602248; in the data active means activation above about 15%;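 further: untransfected CHO-K1 host cells lacking M1 receptor as counterscreen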
# V1aR counter = V1a receptor agonism, counter-screen for OXTR agonists. P37288. CHO-V1R cells, Fluo-8 calcium fluorescence, agonist mode; 0% DMSO, 100% 3 nM vasopressin. activation, % at 3 µM. hit rate 0.25% among 320,000;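 active means activation above the mean activation of all tested compounds plus 3 SD, per screening run, cut at about 20% in these data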;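 further: signal is peak over basal fluorescence ratio across a 100 second FLIPR read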
# OXTR potentiate = potentiators of human oxytocin receptor; AID 2445; activation, % at 3 µM; hit rate 0.061% among 320,000; CHO-OTR cells, Fluo-8 calcium fluorescence, potentiator mode; 0% = oxytocin EC15, 100% = EC100;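 active means activation above that plate's cutoff, the mean activation of tested compounds plus 3 SD, cut at about 6.6% in these data, passing the limit was not always enough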;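 further: 100% uses oxytocin at 75 nM as the full agonist control; some results filed as inactive read as strong as hits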
#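 Material: CHO-OTR cells, human receptor; compound dosing: single dose, 3.0 µM nominal final compound concentration; schedule: 6 min compound pre-incubation at room temperature, 100 s kinetic read; measured by: kinetic Fluo-8 calcium fluorescence; read-out basis: % activation vs EC15 and EC100 oxytocin; controls: EC15 oxytocin alone as 0%, 75 nM oxytocin as 100%; replicates: singlicate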
# TAAR1 antagonist = antagonists of human TAAR1 | Q96RJ0 | CHO RD-HGA16 TAAR1, Fluo-8 calcium fluorescence, antagonist | inhibition, % at 3 µM | hit rate 1.5% among 360,000;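 active means inhibition above a per-plate cutoff, the mean inhibition of test compounds on that plate plus 3 SD, cut at about 49% in these data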;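 further: 0% = DMSO plus EC80 beta-PEA response and 100% = DMSO alone without agonist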
# Target sequence (Q96RJ0 whole entry, looked up): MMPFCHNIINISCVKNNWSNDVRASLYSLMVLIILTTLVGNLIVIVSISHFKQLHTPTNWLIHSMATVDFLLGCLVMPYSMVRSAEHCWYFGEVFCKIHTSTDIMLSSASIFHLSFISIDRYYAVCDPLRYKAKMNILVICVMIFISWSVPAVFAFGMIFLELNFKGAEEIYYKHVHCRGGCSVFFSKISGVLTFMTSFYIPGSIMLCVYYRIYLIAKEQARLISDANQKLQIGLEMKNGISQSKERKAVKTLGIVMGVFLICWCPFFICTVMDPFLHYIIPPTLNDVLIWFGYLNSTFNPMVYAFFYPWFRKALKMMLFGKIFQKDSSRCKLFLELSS
#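 Assay system: CHO-derived RD-HGA16 cells stably expressing human TAAR1 plus Gα16. Timing: 140 s kinetic read after compound, 140 s after agonist. Technique: kinetic Fluo-8 calcium fluorescence measurement. Measure: % inhibition of agonist calcium response.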
# * marks the source's active call; other numbers are inactive results; x = no result given.
SMILES,CHO-K1 Ca antag,GPR7 antagonist,CHO-K1 Ca PAM,OXTR agonist,CHO parental Ca,CHO-K1 Ca ag,V1aR counter,OXTR potentiate,TAAR1 antagonist
Cc1ccc(OCC(=O)O/N=C(\N)Cc2ccc(Cl)cc2)cc1,-7.3,4.3,17.6,-0.8,-19.8,0.3,0.0,-8.9,15.2
CN1C(=O)C(C(=O)NC(C)(C)C)C2c3ccccc3OC13CCCCC23 (stereo unspecified),-4.5,-4.3,3.3,-1.3,-8.1,0.2,-1.1,-3.4,16.7
O=C(COC(=O)c1ccc(Br)o1)NC12CC3CC(CC(C3)C1)C2,-11.3,x,7.0,-2.0,-9.8,-0.6,-1.0,-0.5,-6.0
CCC1=C(OC(=O)N(CC)CC)N2C(=O)OC(=NCC3CC3)[C@]2(Cc2ccccc2)[C@H]2C1=CC[C@H]1C(=O)N(C)C(=O)[C@H]12,-13.1,x,4.4,-0.6,-32.9,0.1,-0.8,3.8,-6.5
O=C(Nc1nnc(CCc2ccccc2)s1)c1cccs1,1.9,-8.4,-4.7,0.6,14.3,0.2,1.1,-9.3,5.0
COc1cccc(C(=O)N2CCC(n3nccc3NC(=O)CCOc3ccccc3)CC2)c1,-7.3,-2.4,-1.3,2.0,-18.6,2.2,3.9,-6.2,5.9
COc1cccc(C(=O)Nc2ccc(C(=O)O)cc2)c1,-12.2,12.4,9.1,0.1,3.6,0.6,0.9,0.8,-2.6
CC(C)(CN1CCN(c2ccccc2)CC1)NS(=O)(=O)c1ccccc1,4.3,0.5,-7.9,3.8,9.2,1.9,1.1,-13.1,-18.7
O=C(O)C(Oc1ccc2c(-c3ccccc3)cc(=O)oc2c1)c1ccccc1 (stereo unspecified),-14.9,-3.0,20.8,-0.5,-11.6,0.4,-0.2,-6.1,5.1
O=C(CCc1ccccc1)NCc1cccnc1,7.9,3.4,-3.0,1.8,-11.1,-0.2,0.4,-1.7,-8.3
COC(=O)c1c(C)[nH]c(C=O)c1-c1ccccc1,-4.4,-13.2,8.7,0.7,-12.0,1.5,0.8,-8.7,11.5
O=C(O)CC1C(=O)NCCN1C/C=C/c1ccccc1 (stereo unspecified),9.2,-16.0,-5.7,0.6,-7.3,0.0,0.5,-2.3,-15.0
CCC(=O)Nc1cccc(C(=O)/C=C/c2ccccc2)c1,7.2,-1.2,8.9,2.2,-4.6,3.5,2.9,-6.0,28.8
O=C1NC2(CCCCCC2)Oc2ccccc21,11.2,2.2,-7.8,-1.4,-14.6,-0.5,-0.8,-1.9,-15.0
O=S(=O)(Nc1ccccc1O)c1ccc(-c2ccccc2)cc1,-7.5,-5.0,1.8,11.2,3.0,8.2,9.8,-26.7,8.2
Nc1n[nH]c2c1C1(CCCC1)Cc1ccccc1-2,-7.0,3.0,19.2,0.9,-3.9,0.9,0.7,-4.0,-5.7
CSc1nnc(-c2cccc(C)c2)n1N,-24.9,14.6,16.7,0.0,1.4,0.1,0.3,-8.5,-2.3
COc1ccc(-c2nnc(SCC(=O)Oc3ccc(C)cc3)o2)cc1,-7.2,-8.5,9.7,-1.5,-4.7,0.1,1.7,-3.2,-4.8
Cc1cc(-c2csc(N)n2)c(C)n1-c1ccccc1,2.5,-4.2,20.4,0.0,-7.8,0.5,0.1,5.6,-15.7
Cn1ccnc1C(O)(c1ccccc1)c1nccn1C,-4.9,-0.9,10.6,0.7,-5.4,1.2,0.5,-0.4,-7.5
NC(=O)c1ccc(NC(=O)COC(=O)CC23CC4CC(CC(Br)(C4)C2)C3)cc1,3.1,x,-18.4,2.0,-7.7,0.6,0.1,-7.4,-19.9
CCN(CC)CCC(c1cc(OC)c(OC)c(OC)c1)c1c(OC)cc(OC)c2c(C)cc(=O)oc12 (stereo unspecified),-7.0,x,10.1,-0.2,-15.2,0.4,0.8,0.6,10.4
c1cncc(-c2nnc(-c3ccco3)o2)c1,-20.4,-8.6,5.0,-0.2,10.3,0.1,0.5,2.5,-13.9
CC(NC(=O)CN1C(=O)c2ccccc2C1=O)c1ccccc1 (stereo unspecified),11.4,1.7,-1.3,-0.2,-5.3,0.3,-0.3,-3.4,-7.7
COc1ccc(C)cc1NC(=O)c1ccc(N(C)S(C)(=O)=O)cc1,14.6,30.8*,-6.2,0.2,-13.9,0.0,0.6,-9.7,13.7
CCn1c(SCC(=O)OC)nnc1-c1ccccc1,16.9,-6.6,-2.3,0.1,-2.3,0.1,-1.0,-2.4,10.4
CCOC(=O)C1CCC(CNCc2ccccc2C)CC1 (stereo unspecified),-16.5,-2.4,14.2,-0.1,-1.9,1.1,0.5,-5.0,-21.1
CCc1cc(-c2n[nH]c(=S)n2CC(C)C)cs1,1.7,3.7,-8.3,-2.3,-5.8,-0.2,-1.2,-4.8,-7.8
COc1ccc(C(C)(C)C)cc1NC(=O)c1ccccc1-n1cnnn1,-7.4,x,-10.9,0.2,-26.5,0.7,0.6,-2.3,-2.2
Cc1occc1C(=O)n1cnc2ccccc21,x,-6.4,x,1.5,-2.4,x,-0.4,-2.0,x
CC(C)(C)OC(=O)N1Cc2ccccc2C[C@H]1C(=O)NCC(=O)NC1CCCC1,-19.0,-3.1,-3.0,0.0,-10.4,0.4,-0.2,-4.9,-30.9
O=C(Nc1ccc(Cn2cccn2)cc1)c1ccc(COc2ccc(Br)cc2)cc1,-5.1,-4.8,9.1,0.9,-13.8,0.5,0.4,-3.1,-0.9
CC(C)N1CCc2c(sc(NC(=O)c3nc4ccccc4s3)c2C(N)=O)C1,-17.1,-7.1,15.0,-0.2,-9.4,0.8,-0.4,-1.4,21.9
CN(CCCN1CCOCC1)C(=O)c1cc(COc2c(F)cccc2F)on1,4.8,-4.4,-4.6,-0.5,1.3,3.8,3.0,-1.3,-5.0
CC(C)(C)OC(=O)NCCCCCNC(=O)c1[nH]cnc1C(=O)N[C@@H](CCCCNC(=O)OC(C)(C)C)C(=O)OC(C)(C)C,-5.9,-21.2,-0.6,-2.3,-17.1,2.5,0.1,-12.3,x
Cc1ccccc1OCC(=O)Nc1nnc(COc2ccccc2)s1,-12.2,-13.8,14.4,0.0,-8.3,2.0,1.7,-5.3,-7.8
COc1ccc2oc(C(=O)N3CCN(C(=O)c4ccco4)CC3)c(C)c2c1,-9.9,x,1.3,-1.4,-19.7,2.2,-0.2,-5.1,6.7
O=C(Nc1cccc(Cl)c1Cl)C1CCN(C(=O)c2cccs2)CC1,-2.1,6.3,-3.2,1.2,11.4,9.8,2.3,-8.2,0.1
COc1ccccc1NNC(=O)c1cccnc1Oc1ccccc1,-16.0,-17.0,2.5,-0.8,-20.2,0.8,-0.2,1.2,-25.3
O=C(c1ccc(S(=O)(=O)Nc2ccccc2)cc1)N1CCCCCCC1,-6.4,25.0*,8.2,6.6,-15.8,7.3,6.7,-14.5,25.7
COc1ccc(/C=C/C(=O)N2CCN(c3ccccc3)CC2)cc1S(=O)(=O)N1CCOCC1,-9.8,20.1,10.4,-1.3,-12.2,2.9,0.2,-2.8,15.2
Brc1ccc2nc(-c3ccco3)c(CC3CCCCC3)n2c1,-10.4,x,-10.3,x,x,-0.3,x,x,7.4
CN1C(=O)CC(Sc2ccccc2C(=O)O)C1=O (stereo unspecified),-1.3,8.3,-2.8,0.8,-6.8,0.2,0.8,-2.6,-6.9
CCN(Cc1ccncc1)Cc1ccc(OC)c(OC)c1,-6.8,-3.0,5.4,0.7,9.2,-0.2,1.9,-6.2,11.4
O=C(NCc1ccco1)Oc1ccccc1,-11.2,2.0,14.8,0.5,-1.3,0.7,0.0,-1.5,-7.6
CC(NC(=O)NC(N)=O)(C(F)(F)F)C(F)(F)F,-22.6,-16.2,6.0,0.1,5.4,1.2,-0.3,-4.5,-9.2
Cc1ccc(C)c(-c2cc(C(=O)Nc3sc(C)c(C)c3C(N)=O)c3ccccc3n2)c1,-19.1,-17.4,28.1,-0.1,-8.8,3.4,1.3,2.3,7.3
Cc1cccc2nc(CSc3nc4[nH]ncc4c(=O)n3-c3ccccc3Cl)cc(=O)n12,-7.4,-13.1,24.9,6.2,-34.4,8.3,5.4,-10.0,2.8
CN(C)c1ccc(P(=O)(OCc2ccccc2)C(O)c2ccc(Cl)cc2)cc1 (stereo unspecified),6.2,-1.6,-1.4,-1.2,-34.4,0.3,1.6,-14.5,-28.8
COc1cccc(NC(=O)Cn2c(=O)n(CCC(=O)NCc3ccco3)c(=O)c3ccccc32)c1,14.8,4.3,-17.4,-0.4,-6.5,0.7,-1.2,3.9,-10.8
COc1ccc(-c2noc(CCC(=O)NCCc3ccccc3)n2)cc1,-3.6,-7.6,2.8,6.0,-13.0,6.1,7.7,-9.6,-1.0
O=C(CSC1=NS(=O)(=O)c2cc(F)ccc2N1)NCc1ccccc1Cl,1.9,x,2.2,-1.2,-5.0,0.2,-1.2,-1.0,-4.1
COc1ccc(Cl)cc1NC(=O)CSc1nc(NS(=O)(=O)c2ccc(C)cc2)cc(=O)[nH]1,-1.4,-10.0,-0.2,0.6,-7.9,-0.4,0.0,-5.7,3.5

# Structural class: those above containing a furan ring, fused or not
SMILES,CHO-K1 Ca antag,GPR7 antagonist,CHO-K1 Ca PAM,OXTR agonist,CHO parental Ca,CHO-K1 Ca ag,V1aR counter,OXTR potentiate,TAAR1 antagonist
O=C(COC(=O)c1ccc(Br)o1)NC12CC3CC(CC(C3)C1)C2,-11.3,x,7.0,-2.0,-9.8,-0.6,-1.0,-0.5,-6.0
c1cncc(-c2nnc(-c3ccco3)o2)c1,-20.4,-8.6,5.0,-0.2,10.3,0.1,0.5,2.5,-13.9
Cc1occc1C(=O)n1cnc2ccccc21,x,-6.4,x,1.5,-2.4,x,-0.4,-2.0,x
COc1ccc2oc(C(=O)N3CCN(C(=O)c4ccco4)CC3)c(C)c2c1,-9.9,x,1.3,-1.4,-19.7,2.2,-0.2,-5.1,6.7
Brc1ccc2nc(-c3ccco3)c(CC3CCCCC3)n2c1,-10.4,x,-10.3,x,x,-0.3,x,x,7.4
O=C(NCc1ccco1)Oc1ccccc1,-11.2,2.0,14.8,0.5,-1.3,0.7,0.0,-1.5,-7.6
COc1cccc(NC(=O)Cn2c(=O)n(CCC(=O)NCc3ccco3)c(=O)c3ccccc32)c1,14.8,4.3,-17.4,-0.4,-6.5,0.7,-1.2,3.9,-10.8
